# Assay outcomes deposited in PubChem by Broad Institute.
# EWS-Fli inh – EWS/Fli-driven NR0B1 reporter inhibitors, primary screen, A673 cells, NR0B1 luciferase, luminescence, MLPCN library. inhibition, % at 12.6 µM. hit rate 0.67% among 350,000. viability-normalised;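 active = mean inhibition of at least 50% after viability correction, with every replicate also passing that limit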;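 also: firefly luciferase signal divided by Alamar Blue viability fluorescence both relative to DMSO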
# esBAF inh – Bmi1 luciferase reporter increase in mESCs, primary screen, esBAF inhibitor project, mouse ES cells, Bmi1 luciferase knock-in, single point | hit rate 2% among 350,000 | 24 h; 100% = twice the neutral-well signal | reporter increase, % at 12.5 µM | AID 602393, 2012; in the data active = activation above about 40%;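 also: 0% = median of the plate's neutral control wells and 100% = double that signal; a rise in the Bmi1 reporter signal indicates esBAF inhibition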
# Xi reactivation – activators of inactive X chromosome reactivation, primary screen, imaging, XiGFP fibroblasts, GFP high-content imaging, set 2; AID 743238, 2013; XiGFP mouse fibroblasts, % GFP-positive cells imaging, 3 d; cells co-treated with 5-aza-dC sensitizer; scaled so ellipticine positive control = 100%; hit rate 0.055% among 360,000; activation, % at 7.58 µM;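 active = mean normalized replicate activation at least 10% and every replicate at or above 10%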;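 also: 0% = median of on-plate neutral control wells and 100% = ellipticine 6 µM median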
#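 Material: XiGFP fibroblasts, SV40-immortalized; Buffer or medium: DMEM containing 5-aza-dC; Compound dosing: single point; Times: 3 days compound exposure.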
# S100A4 inh HTS – inhibitors of S100A4-myosin IIA peptide binding, primary screen, biochemical, fluorescence polarization, TAMRA-MyoIIA peptide; AID 652163, 2013; hit rate 0.14% among 360,000; inhibition, % at 10.7 µM; Protein S100-A4 (Homo sapiens), P26447;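 active = mean inhibition of at least 70% across replicates, with every replicate also reaching that level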
# Target sequence (P26447 whole entry, looked up): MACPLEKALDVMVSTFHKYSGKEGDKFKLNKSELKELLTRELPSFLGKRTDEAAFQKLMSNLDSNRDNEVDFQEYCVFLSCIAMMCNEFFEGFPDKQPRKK
#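 Test system: S100A4 monomer protein. Medium: HEPES buffer with Ca2+, pH 7.2. Reagent: fluorescent myosin IIA peptide, 5 nM. Compound dosing: single-point compound testing. Timing: 5 min between mix addition and reading. Benchmarks: DMSO neutral and TFP positive wells.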
# E-selectin induc – E-selectin induction in HUVECs, primary screen, imaging, HUVEC, immunofluorescence imaging, single point; P16581; normalized: neutral wells 0, TNF-alpha wells 100; activation, % at 7.58 µM; hit rate 0.37% among 260,000;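 active = mean E-selectin-positive cell signal at least 10% of the positive control, reached in at least 60% of replicates, without over 20% cell loss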;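 also: in these data hits start at about 27%; measured in HUVEC primary endothelial cells; signal is the percent of cells scored E-selectin positive by PE staining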
#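 Material: HUVEC primary endothelial cells; Amount: 3,000 cells per well; Dosing: single concentration; Medium: EGM-2 growth medium on 0.1% gelatin-coated wells; Read-out basis: percent E-selectin-positive cells; Signal: immunofluorescence imaging; Control set: TNF-alpha, DMSO.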
# FN deposition inh – inhibitors of fibronectin matrix deposition, primary screen, AH1F cells, Alexa488-fibronectin fluorescence, plate reader. hit rate 0.086% among 350,000. AH1F fibroblasts, overnight. inhibition, % at 12.6 µM;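 active = mean inhibition across replicates of 30% or more, regardless of how many single replicates reach that level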;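 also: positive control wells lacked labelled fibronectin entirely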
#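 Material: AH1F fibroblast monolayer depositing Alexa488-labelled fibronectin into matrix | Input: 10000 AH1F cells/well | Medium: DMEM plus 2% serum, read in PBS | Reagent: Alexa488-fibronectin, 24 nM final in well | Compound dosing: One dose per compound, pinned | Schedule: 1 h adhesion, overnight exposure | Measured by: Fluorescence at 485 nm excitation, 525 nm emission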
# RAD52 anneal inh – RAD52 DNA annealing inhibitors, primary screen, biochemical, FRET, single point, set 2; DNA repair protein RAD52 homolog (Homo sapiens), P43351; recombinant RAD52 DNA annealing, FRET fluorescence; inhibition, % at 18.7 µM; hit rate 0.46% among 360,000; AID 651710, 2012;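 active = every replicate showing at least 50% inhibition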
# RAD54 inh – inhibitors of human RAD54 branch migration, primary screen, biochemical, fluorescence, single point; AID 602329, 2012; hit rate 0.14% among 360,000; DNA repair and recombination protein RAD54-like (Homo sapiens), Q92698; inhibition, % at 10.4 µM; RAD54 Holliday junction branch migration, FAM/BHQ fluorescence;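 active = mean normalized replicate activity at least 40 and at least half of replicates scoring 40 or more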;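 also: 0% = median of neutral control wells and 100% = median of positive control wells; inhibitors cause a drop in the FAM fluorescence signal; in these data hits start at about 50%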
# Target sequence (Q92698 whole entry, looked up): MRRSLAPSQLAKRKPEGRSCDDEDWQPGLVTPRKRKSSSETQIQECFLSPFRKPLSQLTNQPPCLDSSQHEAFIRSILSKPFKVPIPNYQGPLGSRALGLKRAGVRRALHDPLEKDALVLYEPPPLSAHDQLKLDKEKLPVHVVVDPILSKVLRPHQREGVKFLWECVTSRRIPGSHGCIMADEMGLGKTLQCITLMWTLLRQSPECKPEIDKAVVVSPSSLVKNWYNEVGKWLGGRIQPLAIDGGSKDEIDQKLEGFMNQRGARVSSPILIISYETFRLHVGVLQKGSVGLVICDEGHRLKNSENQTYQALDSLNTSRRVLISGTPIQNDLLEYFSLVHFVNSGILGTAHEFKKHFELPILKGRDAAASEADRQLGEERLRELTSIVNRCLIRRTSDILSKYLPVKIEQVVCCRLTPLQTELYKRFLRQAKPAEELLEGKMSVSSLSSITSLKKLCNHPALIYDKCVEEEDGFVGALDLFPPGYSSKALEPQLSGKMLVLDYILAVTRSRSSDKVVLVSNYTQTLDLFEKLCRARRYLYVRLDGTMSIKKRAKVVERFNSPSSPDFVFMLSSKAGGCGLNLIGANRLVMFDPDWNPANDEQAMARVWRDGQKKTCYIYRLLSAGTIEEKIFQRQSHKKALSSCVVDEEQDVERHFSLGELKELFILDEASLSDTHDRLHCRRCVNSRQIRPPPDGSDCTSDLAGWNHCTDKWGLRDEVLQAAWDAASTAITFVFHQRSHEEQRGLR
# Numbers without * were called inactive; · = not tested or not shown; & = joins results of further samples. An unsorted share of the library; about 3% have a hit in one of these screens.
compound,EWS-Fli inh,esBAF inh,Xi reactivation,S100A4 inh HTS,E-selectin induc,FN deposition inh,RAD52 anneal inh,RAD54 inh
CC(=O)c1cn(N(C)c2ncc(C(F)(F)F)cc2Cl)c(=O)[nH]c1=O,-12,·,0.0,-1,·,-8,-17,·
CN(C)C(=O)C[C@@H]1C[C@@H]2c3cc(NC(=O)Nc4ccc(F)cc4)ccc3O[C@@H]2[C@H](CO)O1,-8,4,0.0,-3,2.2,0,-7,1
CCOC(=O)/C(=N\Nc1cccc(C(F)(F)F)c1)N1CCOCC1,13,·,0.0,3,2.2,9,-9,·
CC(C)C(NC(=O)c1ccco1)C(=O)NCC(c1ccco1)N(C)C (stereo not given),·,-7,·,1,·,-1,1,6
O=C(COc1cccnc1[N+](=O)[O-])Nc1ccc2c(c1)CCC2,-35,·,-0.2,-6,·,-4,-13,10
CC(=O)Nc1ccc(-c2nnn(CC(=O)Nc3ccc4c(c3)OCO4)n2)cc1Cl,5,·,0.0,-4,·,-2,-16,·
CCC(=O)Nc1ccc2c(c1)Cc1cc([N+](=O)[O-])ccc1-2,-98,81*,0.1,1,·,-5,-8,-8
CN1CCCC(OC(=O)c2cccc(Cl)c2)C1 (stereo not given),7,-8,0.0,-5,2.1,6,-24,·
OC[C@H]1[C@@H](c2ccc(-c3cccnc3)cc2)[C@@H]2CN(CC3CC3)CCCCN12,-8,-2,0.2,8,-0.1,·,0,4
O=C(Nc1ccc(Cn2nnc3ccccc32)cc1)c1ccco1,·,4,·,5,·,·,9,3
COc1ccc(Cl)cc1NC(=O)CN(C)C(=O)c1cc(=O)c2ccccc2o1,-6,5,0.1,-4,-0.1,-5,-14,0
CN(C)C(=O)c1cccc(-c2ccc3c(c2)[C@@H]2[C@@H](CCN2C(=O)Cc2ccccc2)[C@@H](CO)N3)c1,9,7,0.1,60,-0.3,2,-45,-5
Cc1ccc(CN2CC(=O)N3[C@H](C2)[C@@H](c2ccc(Br)cc2)[C@@H]3CO)cc1,-3,·,0.3,11,0.2,·,-7,·
Cc1c(NC(=O)C(C)OC(=O)c2c3c(nc4ccccc24)CCC(C)C3)c(=O)n(-c2ccccc2)n1C (stereo not given),-8,1,-0.1,7,·,-3,-16,-5
COc1ccc(-c2cnc3c(c2)C(=O)N([C@H](C)CO)C[C@@H](C)[C@H](CN(C)C(=O)Cc2ccncc2)O3)cc1,0,·,-0.1,3,-0.2,·,-17,·
C=CCOc1ccc(/C=N/NC(=O)C2CCCC2)cc1OCC,·,·,0.1,1,-0.1,-2,-5,6
Cc1ccc(NC(=O)COc2cccc3ccc(C)nc23)c(Br)c1,·,6,0.0,·,·,0,·,-2
O=c1c2cc(Br)ccc2[nH]c(=S)n1Cc1ccccc1,16,-1,0.0,-1,0.1,3,-8,-1
N#CCCn1cc(C=O)c(-c2cccs2)n1,-15,·,0.1,8,-0.3,6,0,·
O=C(CCN1C(=O)/C(=C/c2ccccc2Cl)SC1=S)NC1CCCC1,7,·,0.2,-5,0.0,7,-7,8

# Rewritten with values under each structure: 6 of the compounds above.
# Second line of a record – EWS-Fli inh, esBAF inh, Xi reactivation, S100A4 inh HTS, E-selectin induc, FN deposition inh, RAD52 anneal inh, RAD54 inh
O=C(CCN1C(=O)/C(=C/c2ccccc2Cl)SC1=S)NC1CCCC1
 : 7, ·, 0.2, -5, 0.0, 7, -7, 8
N#CCCn1cc(C=O)c(-c2cccs2)n1
 : -15, ·, 0.1, 8, -0.3, 6, 0, ·
C=CCOc1ccc(/C=N/NC(=O)C2CCCC2)cc1OCC
 : ·, ·, 0.1, 1, -0.1, -2, -5, 6
O=c1c2cc(Br)ccc2[nH]c(=S)n1Cc1ccccc1
 : 16, -1, 0.0, -1, 0.1, 3, -8, -1
Cc1c(NC(=O)C(C)OC(=O)c2c3c(nc4ccccc24)CCC(C)C3)c(=O)n(-c2ccccc2)n1C (stereo not given)
 : -8, 1, -0.1, 7, ·, -3, -16, -5
Cc1ccc(CN2CC(=O)N3[C@H](C2)[C@@H](c2ccc(Br)cc2)[C@@H]3CO)cc1
 : -3, ·, 0.3, 11, 0.2, ·, -7, ·

# Remaining list, next part
compound,EWS-Fli inh,esBAF inh,Xi reactivation,S100A4 inh HTS,E-selectin induc,FN deposition inh,RAD52 anneal inh,RAD54 inh
CCCC(=O)Nc1ccc2c(c1)OC[C@H](C)N(Cc1ccncc1)C[C@@H](C)[C@@H](OC)CN(C)C2=O,2,-1,0.1,-9,0.3,2,18,-7
CC(C)CCN(C)[C@H]1C[C@H]2c3[nH]c4ccccc4c3CCN2C[C@H]1[C@H](C)O,-2,·,0.1,-8,0.0,8,-11,·
Cc1cccc(NC(=O)Nc2ccc3c(c2)C(=O)N(C)[C@@H]2CC[C@@H](CC(=O)O)O[C@H]2CO3)c1,3,3,0.0,-4,0.3,3,-1,3
C[C@@H]1CCCCO[C@@H](CN(C)C(=O)Nc2cccc3ccccc23)[C@@H](C)CN([C@H](C)CO)C(=O)c2cc(NC(=O)Nc3ccc(C(F)(F)F)cc3)ccc2O1,-3,3,0.1,6,0.2,·,5,10
COCC(=O)N(C)C[C@H]1Oc2ncc(-c3ccccc3F)cc2C(=O)N([C@@H](C)CO)C[C@H]1C,-1,-6,-1.0,-2,0.5,-17,6,1
COCC#Cc1ccc([C@@H]2[C@@H](CO)N3CCCCN(C(=O)Nc4cc(F)ccc4F)C[C@@H]23)cc1,-3,9,0.0,·,-0.5,·,·,0
COc1ccc(S(=O)(=O)Nc2ccccc2C(=O)NN2CCOCC2)cc1OC,5,-6,0.0,1,·,-16,8,-5
Cc1cc2c3c(c1)C(C)CC(C)(C)N3C(=O)C2=O (stereo not given),1,·,0.1,2,·,·,8,·
O=C(Nc1cccc(F)c1)C1CCCN(S(=O)(=O)c2ccccc2)C1 (stereo not given),5,11,-0.1,-3,-0.2,3,-12,4
CCN(c1ccccc1)S(=O)(=O)c1ccc(Cl)c(C(=O)Nc2ccncc2)c1,8,0,0.0,-9,4.1,17,-23,0
COc1ccccc1C(O)(C(=O)NNc1ccccc1C)c1ccccc1OC,6,-1,0.0,9,·,-6,7,·
CCc1ccc(OCC(=O)Nc2ccc(S(=O)(=O)N3CCOCC3)cc2)cc1,0,-5,0.4,-5,1.0,-6,-5,3
C[C@@H]1CN([C@@H](C)CO)C(=O)c2cc(N(C)C)ccc2O[C@@H](C)CCCCO[C@H]1CN(C)Cc1ccc2c(c1)OCO2,5,-8&-5,0.1,-2,-0.5,·,12,2
C[C@H]1CN([C@@H](C)CO)C(=O)c2cc(NC(=O)Nc3ccc(C(F)(F)F)cc3)ccc2O[C@@H]1CN(C)C(=O)Nc1cccc2ccccc12,3,-1,-0.2,·,0.5,·,·,-1
COCC(=O)Nc1ccc2c(c1)OC[C@@H](C)N(CCc1ccccc1)C[C@H](C)[C@H](OC)CN(C)C2=O,-10,-4,0.1,7,-0.2,0,15,-5
Cc1oc(/N=C/c2cccc([N+](=O)[O-])c2)c(C#N)c1C,15,-7,0.0,-6,·,1,-33,2
CC=Cc1ccc2n(c1=O)C[C@H]1[C@H](CO)[C@@H](C(=O)NCCC)[C@@H]2N1Cc1cccnc1 (mixture of isomers),-8,4,0.4,5,0.3,·,-13,9
CC(=O)NCCc1c[nH]c2ccc(OCc3ccccc3)cc12,-7,-2,0.0,0,0.0,8,-15,-5
O=C1CCCc2cnnn2COC[C@H](Cc2ccccc2)N1,-4,·,0.3,2,0.2,-19,14,·
COC(=O)[C@@H](NC(=O)c1ccc2c(c1)S(=O)(=O)c1ccccc1C2=O)C(C)C,1,7,0.7,-1,0.1,8,-8,5
COc1ccc(C(=O)C[n+]2ccc3ccccc3c2C)cc1,-14,·,0.1,-21,·,8,-9,-6
c1ccc(Cn2c3ccccc3c3nnc(SCCN4CCCCC4)nc32)cc1,11,·,0.2,-1,-0.1,6,-8,16
Cc1ccc(/C(N)=N/OC(=O)c2ccc(Cl)cc2Cl)cc1,-1,-23,0.1,0,·,-14,8,-4
COC(=O)c1ccc(CN2CCN(C(C)C)C(CCO)C2)cc1 (stereo not given),-4,-6,0.0,-6,·,3,-28,·
C[C@H](NC(=O)C[C@H]1CC[C@@H](NC(=O)CN2CCOCC2)[C@@H](CO)O1)c1ccccc1,5,3,0.1,4,-0.4,-14,-17,11
O=S(=O)(Nc1cccc(Br)c1)c1cccc2nsnc12,15,-1,0.3,1,0.0,-3,-17,2
Cc1cc(NC(=O)C2CC(c3ccc(F)cc3)=NO2)no1 (stereo not given),-25,2,0.0,-2,0.0,-5,4,-4
CCN1CCN(CCCNC(=O)Cn2nc(C)n3nc(-c4ccccc4)cc3c2=O)CC1,-3,0,0.0,-18,·,-3,-4,6
O=C(Nc1ccc(Cl)cn1)c1ccc2nccnc2c1,-68,·,0.0,-2,0.1,·,-3,-7
C[C@H]1CN([C@@H](C)CO)C(=O)c2cc(-c3ccccc3)cnc2O[C@@H]1CN(C)C(=O)Cc1ccccc1,-3,-8,0.9,12,0.0,·,-1,0
CCCNC(=O)N(C)C[C@@H]1Oc2ncc(-c3ccccc3)cc2C(=O)N([C@H](C)CO)C[C@H]1C,0,-2,-1.3,5,0.6,-3,-3,1
COCCNC(=O)COc1ncnc2scc(-c3ccc(F)cc3)c12,3,·,0.0,-5,·,-1,-24,·
COc1cccc(Nc2nc(C(N)Cc3ccc(Cl)cc3)cs2)n1 (stereo not given),17,-16,-0.1,-1,-0.2,-9,-55,3
CC(=O)Nc1ccc(-c2ccnc3c2CC(C)(C(=O)NCC2CCOCC2)O3)cc1 (stereo not given),-2,-4,0.0,0,-0.3,2,-14,-1
CCOC(=O)C1=C(C)N(CCCCCC(=O)O)C(=O)NC1c1ccc([N+](=O)[O-])cc1 (stereo not given),-1,-2,0.0,9,0.0,4,-66,1
COc1ccc(-n2c(Cc3ccccc3)nnc2SCc2ccc([N+](=O)[O-])cc2)cc1,12,·,0.0,1,-0.2,-4,-18,·
COc1ccc(CN2[C@@H](CO)[C@@H]3c4ccccc4NC[C@@H]32)cc1,-2,-1,-0.1,11,0.1,10,2,-14
